Compound activity from PubChem.
FEN1 inhibitor = inhibitors of human flap endonuclease 1; P39748; Recombinant FEN1 flap cleavage, fluorescence, 15 min; Potency, µM (top dose mostly 114 µM), without a hit: at the highest dose activity change, negative = inhibition, actives largely listed as inhibitors; actives 0.35% (n = 390,000); further: nearly all actives have a fitted effect of over 65% in size
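Steps: FEN1 (10 nM) dispensed; compound added by pin tool; 15 min at room temperature; substrate added to 50 nM final; reads at 0 min and 15 min; data normalized and fitted (four-parameter Hill).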
KAT2A inh = blocks human GCN5L2 histone acetyltransferase; Q92830; GCN5L2 HAT assay, ThioGlo1 CoA-SH fluorescence; Potency, µM (top dose mostly 58.9 µM), inactives show at the highest dose activity change, negative = inhibition, usual class: inhibitors; actives 0.21% (n = 390,000); AID 504327
Target sequence (Q92830 whole entry, looked up): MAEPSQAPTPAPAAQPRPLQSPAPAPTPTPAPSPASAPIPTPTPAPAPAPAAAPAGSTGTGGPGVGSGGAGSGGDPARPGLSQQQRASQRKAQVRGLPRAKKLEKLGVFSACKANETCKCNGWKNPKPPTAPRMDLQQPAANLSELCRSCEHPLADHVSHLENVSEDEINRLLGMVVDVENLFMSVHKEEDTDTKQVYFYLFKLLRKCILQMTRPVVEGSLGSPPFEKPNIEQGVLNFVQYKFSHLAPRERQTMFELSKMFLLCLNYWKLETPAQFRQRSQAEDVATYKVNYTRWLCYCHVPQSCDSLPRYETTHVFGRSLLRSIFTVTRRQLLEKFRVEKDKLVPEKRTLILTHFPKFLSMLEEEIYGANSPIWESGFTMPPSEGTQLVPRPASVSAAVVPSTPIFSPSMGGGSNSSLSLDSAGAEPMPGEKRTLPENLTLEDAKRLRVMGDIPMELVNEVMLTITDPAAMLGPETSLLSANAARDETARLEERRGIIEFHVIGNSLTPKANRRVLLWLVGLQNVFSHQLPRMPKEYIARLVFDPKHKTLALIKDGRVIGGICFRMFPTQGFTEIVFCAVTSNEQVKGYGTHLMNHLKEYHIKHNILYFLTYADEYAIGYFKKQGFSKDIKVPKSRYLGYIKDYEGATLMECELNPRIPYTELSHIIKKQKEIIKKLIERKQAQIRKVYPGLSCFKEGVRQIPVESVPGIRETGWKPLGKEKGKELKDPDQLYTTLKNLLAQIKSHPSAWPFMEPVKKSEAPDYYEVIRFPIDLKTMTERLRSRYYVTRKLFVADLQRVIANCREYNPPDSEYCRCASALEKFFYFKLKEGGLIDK
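ThioGlo1-coupled HAT assay: 20nM GCN5L2, 70uM acetyl-CoA, 75uM H3(1-25) peptide, pH 7.5. Fluorescence read at 340/540nm at start and after 20 min at room temperature.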
N370S GC = N370S glucocerebrosidase modulation, Gaucher chaperone candidate; AID 2101; Potency, µM (top dose mostly 59.4 µM), without a hit: top-dose activity change, negative = inhibition, actives largely listed as inhibitors; actives 0.092% (n = 330,000); N370S GC spleen homogenate, 4MU-glucoside fluorescence;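 further: 0% = full enzyme activity and -100% = no enzyme basal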
* marks the source's active call; other numbers are inactive results; ? = inconclusive; nt = not tested or not shown; & = joins results of further samples; [ ] = another dose, or the depositor's remark. The call rests on the fitted dose curve; in most records, active means well fitted curve in the direction sought with a large enough effect; inconclusive means small, poorly fitted or top-dose-only effect, or another doubt; inactive means no such curve, though single readings can be large; an effect the other way counts as inactive or inconclusive. Unless noted, on the % scale 0 is the no-effect control and ±100 the full control effect; potency means the concentration at half of the fitted maximal effect.

SMILES | FEN1 inhibitor | KAT2A inh | N370S GC
Cc1ccccc1[C@@]1(C)ON(c2ccccc2C(F)(F)F)C1=O | 3% | 3% | nt
O=C(COc1ccc(Cl)cc1Cl)NNC(=O)c1cccnc1 | 16% | 3% | -13%
C[C@@H]1NC(=O)[C@H](CCC(=O)O)NC(=O)c2cc([N+](=O)[O-])cc(F)c2NCCC[C@@H](C(N)=O)NC1=O | -10% | -7% | -5%
COCCOc1ccc(C(F)(F)F)cc1NC(=O)c1ccc(C(F)(F)F)cc1 | 5% | -5% | 7%
CCc1cccc(CC)c1NC(=O)/C(C#N)=C/c1ccccc1C(F)(F)F | -10% | 33%[activator] | -1%
CN(C)c1nc(N)nc(CSc2nnnn2-c2ccc(C(=O)O)cc2)n1 | 5% | 1% | -14%
O=C(Nc1ccc(F)cc1Cl)n1ncc2cc(Cl)ccc21 | -7% | -5% | nt
Cc1occc1C(=O)Nc1cccc([N+](=O)[O-])c1 | -2% | -2% | -9%
O=C(CSc1ccccn1)Nc1nncs1 | -2% | 1% | 1%
Fc1ccc(-c2nc3n(n2)Cc2ccccc2-3)cc1 | 13% | -8% | -27%
O=C(CCCNS(=O)(=O)c1cccs1)N1CCN(c2ccc(F)cc2)CC1 | -10% | -4% | 1%
N#Cc1ccccc1S(=O)(=O)N1CCN(c2cnccn2)CC1 | -2% | -4% | -4%
CC(C)c1ccc(/C=C2\C(=O)N(CCN3CCOCC3)C(=S)N2C)cc1 | -20% | -17% | -12%
O=C(NNC(=O)c1cccnc1)Nc1cccc(Cl)c1Cl | -5% | -5% | 1%
COC(=O)[C@@]1(Cc2ccccc2)[C@H]2C(=O)N(Cc3ccccc3)C(=O)[C@H]2[C@H]2CN=C(SC)N21 | -2% | -3% | nt
CCN(CC)CCOC(=O)[C@@H](c1ccccc1)C1CCCCC1 | nt | 6%[21.4 µM] | -1%[21.6 µM]
CC(C)C(=O)Nc1nc2c(ncn2C2CC(O)C(CO)O2)c(=O)[nH]1 (stereo unspecified) | 18% | -6% | 3%
O=C(Nc1ccccc1)N1CCN(c2nc(-c3ccccc3)ns2)CC1 | 3% | -9% | 7%
CCc1nc2ccccc2n(CCOCCOCCn2c(=O)c(CC)nc3ccccc32)c1=O | 0% | 1% | -1%
O=C(Cc1c[nH]c2ccccc12)N/N=C/c1ccccc1O | 14% | 2% | 4%
Cn1c(=O)oc2cc(S(=O)(=O)N3CCC(N4CCCCC4)CC3)ccc21 | 24% | -4% | 7%
C/C(=N\NC(=S)Nc1cccc(C)c1)c1cccc(N)c1 | 2% | 19% | 4%
NC(=S)N/N=C/c1coc2ccc(Cl)cc2c1=O | -4% | -11% | 9%
COc1ccccc1N=Nc1nc(-c2ccccc2)c(-c2ccccc2)[nH]1 | -3% | -9% | -8%
CN(c1ccccc1)S(=O)(=O)c1ccc(C(=O)NCC2CCCO2)cc1 (stereo unspecified) | -1% | -4% | 7%
Cc1ccc(Cn2c(C)c3cnn(CC(=O)O)c(=O)c3c2C)cc1 | 17% | 0% | nt
COc1ccc(NC(=O)Nc2cccc3c2O[C@H](CN(C)Cc2ccc(-c4ccccc4)cc2)[C@@H](C)CN([C@H](C)CO)C3=O)cc1 | -17% | 0% | nt
CCOCCSC1=C(C#N)C(c2cccs2)C(C(C)=O)=C(C)N1 (stereo unspecified) | -11% | 0% | 8%
O=C(Cc1ccc(Cl)cc1)OCC(=O)c1ccc[nH]1 | 13% | -2% | nt
COc1ccc(C(CNC(=O)c2ccc(-c3ccccc3Cl)o2)N2CCOCC2)cc1 (stereo unspecified) | -4% | -9% | ?

Record cards, as listed above:
O=C(NNC(=O)c1cccnc1)Nc1cccc(Cl)c1Cl is listed as FEN1 inhibitor = -5%; KAT2A inh = -5%; N370S GC = 1%
CCc1nc2ccccc2n(CCOCCOCCn2c(=O)c(CC)nc3ccccc32)c1=O is listed as FEN1 inhibitor = 0%; KAT2A inh = 1%; N370S GC = -1%
Cc1occc1C(=O)Nc1cccc([N+](=O)[O-])c1 is listed as FEN1 inhibitor = -2%; KAT2A inh = -2%; N370S GC = -9%

Further entries.
SMILES | FEN1 inhibitor | KAT2A inh | N370S GC
CCN1CCc2nc3sc(C(=O)Nc4ccccc4OC(F)(F)F)c(N)c3cc2C1 | -5% | -10% | nt
O=C(N/N=C/c1cn(-c2ccccc2)nc1-c1cccs1)c1ccc(Cl)cc1 | -11% | -10% | 20%
Cc1cccc(NS(=O)(=O)c2ccc(C(=O)NCC3(N4CCCCC4)CCCCC3)cc2)c1C | 11% | -3% | -6%
COc1ccccc1CC(=O)Nc1ccc([N+](=O)[O-])cc1OC | -23% | -7% | -3%
COc1ccccc1NC(=O)CSC1=Nc2ccccc2C2=NC(CC(=O)NCCc3ccccc3)C(=O)N12 (stereo unspecified) | -15% | -4% | nt
CC(=O)c1cccc(N(C(=O)CNC(=O)c2ccco2)C(C(=O)NC2CCCC2)c2ccc(C)o2)c1 (stereo unspecified) | 1% | 0% | -4%
CCCCn1c(NC(=O)c2ccccc2Cl)c(C#N)c2nc3ccccc3nc21 | ? | -11% | 16%
Cc1ccc(N2C(=O)CSC2c2cccs2)cc1 (stereo unspecified) | -14% | -1% | -4%
O=C(COc1ccc(Cl)cc1)Nc1nc(-c2ccncc2)cs1 | 1% | -19% | -8%
Cc1ccc(-n2nc(C)c3c(C)cc(=O)n(CC(=O)Nc4ccc(Br)cc4F)c32)cc1 | 18% | -2% | nt
N#Cc1cc([N+](=O)[O-])ccc1NC(=O)COC(=O)C12CC3CC(CC(C3)C1)C2 | nt | -16% | -10%
COc1cc(OC)c(NC(=O)c2sc3ncn(CC(=O)N4CCOCC4)c(=O)c3c2C)cc1Cl | -17% | -2% | 7%
CCCSc1ncc(Cl)c(C(=O)Nc2sc3c(c2C(=O)OC)CCCC3)n1 | 1%&-2% | 0% | nt
Cc1ccc(C(=O)Nc2cc(C)nn2CCC#N)cc1 | 8% | -6% | 0%
COC(=O)c1[nH]nc2c1C(=O)N(Cc1ccccc1)C2=O | -3% | -3% | -22%
COc1ccccc1Oc1ccc(NC(=O)c2ccccc2)cc1 | -3% | -6% | -2%
COCCN(Cc1nc(-c2ccc(C(F)(F)F)cc2)no1)C(C)C | -6% | 0% | -1%
CCOC(=O)c1cc(-c2ccccc2)n(CC(=O)NCc2ccccc2)c1C | -5% | -6% | nt
COc1cc(NC(C)=O)c2ncccc2c1[N+](=O)[O-] | 11% | 4% | -11%
CCc1cccc(C)c1NC(=O)Cn1ccn(-c2cccc(OC)c2)c(=O)c1=O | 5% | 3% | nt
CCCN1CCN(CCNC(=O)Nc2ccc(OC)cc2OC)CC1 | 19% | -7% | nt
Cn1c(=O)n(C/C=C/c2ccccc2)c(=O)c2c1nc1n2CCN1c1ccc(F)cc1 | 5% | -5% | nt
Cc1ccccc1C(=O)c1c[nH]c(C(N)=O)c1 | -2% | 3% | 6%
CCP(=O)(CC)C(C)(C)CP(=O)(c1ccccc1)c1ccccc1 | -8% | -7% | 4%
Cn1c(=O)[nH]c(=O)c2c1nc(N1CCCCCC1)n2CC(=O)c1ccccc1 | nt | -4% | ?
O=C(COC(=O)C1COc2ccccc2O1)NC(=O)NC1CCCCC1 (stereo unspecified) | -12% | 0% | -3%
COC(=O)c1ccc(NC(=O)CSc2n[nH]c(-c3ccccc3)n2)cc1 | 11% | -5% | nt
Cc1ccc(C(=O)CN(CCCC(N)=O)S(=O)(=O)c2ccc([N+](=O)[O-])cc2)cc1 | -17% | -3% | -24%
COC(=O)CSc1ccc(S(=O)(=O)N2CCOCC2)cc1[N+](=O)[O-] | -7% | -1% | 1%
O=C1C(=O)N(C2CCN(C(=O)c3ccc(Cl)cc3)CC2)CCN1Cc1ccc(F)cc1 | 13% | -8% | nt
CCOC(=O)c1[nH]c2ccc(OC)cc2c1NS(=O)(=O)c1ccc(OC)cc1OC | -8% | -6% | 9%
CCOc1ccc(S(=O)(=O)Nc2cc(Sc3ncn[nH]3)c3oc(=O)sc3c2)cc1 | nt | ? | -16%
CCn1c2c(c3cc(OCC(C)C)ccc31)CCCC2=O | -5% | -2% | -3%
COCCNC(=O)C1CC2Cn3c(nc4ccccc43)C2N1C (stereo unspecified) | 20% | -2% | 10%
CC(Sc1nnc(-c2ccccc2)c(-c2ccccc2)n1)C(=O)NCC1CCCO1 (stereo unspecified) | 3% | -5% | nt
C/C(CC(=O)Nc1ccc(Cl)cc1Cl)=N\NC(=O)C(=O)N1CCCC1 | 1% | -4% | -5%
CC[C@]12c3[nH]c4cc(CCC(=O)N(C)C)ccc4c3CCN1C(=O)[C@@H](CC(=O)NCc1ccc(OC)c(OC)c1)C[C@@H]2C(=O)N1CCN(C(=O)c2ccco2)CC1 | -14% | -8% | nt
COC(=O)c1sc(N2C(=O)C(O)=C(C(=O)c3ccc(C)o3)C2c2ccc([N+](=O)[O-])cc2)nc1C (stereo unspecified) | 4% | ? | 3%
Fc1ccc2c(c1)C(c1ccncc1)=NNC(c1ccc(Cl)cc1)=N2 | -1% | -3% | -4%
COc1ccc(CN(C)C(=O)COC(=O)c2c(C)nn(-c3ccc(F)cc3)c2Cl)cc1 | -12% | 1% | nt
O=C(CN(CCN1CCOCC1)C(=O)Cn1nnc(-c2ccc(F)cc2)n1)NC1CCCCC1 | -2% | -2% | -6%
Cc1nc2nc(C)c(NS(=O)(=O)c3ccc4c(c3)CCCC4)c(=O)n2[nH]1 | 10% | -1% | -9%
COc1ccc(N(CC(=O)N/N=C/c2ccc(F)cc2)S(=O)(=O)c2ccccc2)cc1 | -11% | -8% | 0%
COc1cc2c(cc1OC)C(C(=O)Nc1cc(OC)c(OC)c(OC)c1)C(c1cccnc1)N(C)C2=O (stereo unspecified) | -14% | 1% | -7%
CN(C(=O)c1ccc(NC(=O)Cc2ccc([N+](=O)[O-])cc2)cc1)C1CC1 | 20% | 0% | nt
Cc1cc(NC(=O)CCN2CCN(C/C=C/c3ccccc3)CC2)ccc1Br | 4% | -14% | -16%
C=CC[C@@H](CC(=O)N(CCO)Cc1ccccc1)C(=O)N[C@@H](COC(=O)[C@@H](CC=C)Cc1ccc(F)cc1)Cc1c[nH]c2ccccc12 | -6% | -15% | nt
CCNCCCNCCCCNCCCNCC | nt | -8%[0.501 µM] | -10%
COC(=O)c1sccc1NC(=O)Nc1cccc(F)c1 | -3% | -16% | -3%
Cc1cccnc1NC(=O)c1ccc(Br)o1 | 0% | 1% | -7%
CC1CCCCN1S(=O)(=O)c1ccc(S(=O)(=O)N2CCN(c3ccc(F)cc3)CC2)cc1 (stereo unspecified) | 2% | 0% | -6%
Cc1sc2ncnc(OCC(=O)N3CCN(S(=O)(=O)c4ccc(Cl)cc4)CC3)c2c1C | -12% | -3% | 5%
O=C(COC(=O)CCc1ccccc1)NC1CCS(=O)(=O)C1 (stereo unspecified) | -2% | -3% | -9%
Cc1nc(=O)cc(-c2ccccc2)n1-c1ccccc1 | 20% | 0% | 8%
CCCCCOc1ccc(CSCCNC(=S)Nc2ccccc2)cc1 | 4% | -8% | -3%
Cc1cc2oc(=O)c(CC(=O)O)c(C)c2c2occ(-c3ccccc3)c12 | -17% | -9% | nt
COc1ccccc1-c1c(C)nn2c(N)c(-c3ccc(Cl)cc3)cnc12 | -4% | -3% | -17%
COCCCN(C(=O)CC1OC(=O)c2ccccc21)c1c(N)n(Cc2ccccc2)c(=O)[nH]c1=O (stereo unspecified) | 10% | -7% | -5%

Taken from above:
KAT2A inh with `Cc1cc2oc(=O)c(CC(=O)O)c(C)c2c2occ(-c3ccccc3)c12` = -9%
KAT2A inh with `Cc1cc(NC(=O)CCN2CCN(C/C=C/c3ccccc3)CC2)ccc1Br` = -14%
FEN1 inhibitor with `Cc1cccnc1NC(=O)c1ccc(Br)o1` = 0%
KAT2A inh with `Cc1nc(=O)cc(-c2ccccc2)n1-c1ccccc1` = 0%
KAT2A inh with `O=C(COC(=O)CCc1ccccc1)NC1CCS(=O)(=O)C1` (stereo unspecified) = -3%

This is a subset; the hit share may differ from the screen's.
